HT1080 cytotoxicity = cytotoxicity in HT1080 fibrosarcoma cells, cell-based, fluorescence readout (AID 620). HT1080 viability, fluorescence; higher % means a stronger effect. one-dose cytotoxicity, % at 10 µM; EC50 in µM for titrated hits. 0.42% of 87,000 active;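 note: cells exposed to compound overnight then 4 h with Alamar Blue; 0% = vehicle DMSO and 100% = killing control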
Bfl-1 inhibitors = displacement of Bid BH3 peptide from Bfl-1 – biochemical, fluorescence polarization, FITC-Bid, mouse, primary screen (AID 432); FITC-Bid BH3 peptide fluorescence polarization displacement; higher % means a stronger effect; displacement, % at 20 µM, or IC50 in µM where a hit was titrated; 0.02% of 64,000 active; in the data active = a potency from the dose series; inactive = the rest, 99 in 100 with displacement below about 15%; note: strong numbers were not always called active
MK inhibit = blocks S. pneumoniae mevalonate kinase; purified MK, PK/LDH-coupled NADH absorbance 340 nm; inhibition, % at 10 µM; 0.48% of 65,000 active;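 active = ranked among the strongest by inhibition in the single 10 µM screen, a fixed top-ranked set picked for dose follow-up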; note: no value below 0 was filed
DPM-DC inhibit = S. pneumoniae DPM-DC inhibition. 0.49% of 65,000 active. purified DPM-DC, PK/LDH coupled NADH fluorescence. AID 556. calls only at 10 µM;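 active = the 320 compounds with the highest percent inhibition in the single-dose primary screen, excluding strongly autofluorescent ones, cut at about 32% in these data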;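 note: kinetic rate of NADH fluorescence loss reporting ADP formed by the decarboxylase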
Alkaline phosphatase = inhibition of tissue-nonspecific alkaline phosphatase – biochemical, luminescent (AID 518); purified TNAP enzyme, luminescent substrate readout; higher % means a stronger effect; inhibition, % at 20 µM, or IC50 in µM where a hit was titrated; 0.09% of 64,000 active; in the data active = a potency from the dose series; inactive = the rest, 99 in 100 with inhibition below about 22%;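 note: plate controls were vehicle for no effect and reference inhibitor for full effect; many of its hits are not listed in these tables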
LYP phosphatase = inhibition of human PTPN22 tyrosine phosphatase – biochemical, DiFMUP fluorescence, recombinant catalytic domain, 10 µM, primary screen (AID 606); inhibition, % at 10 µM, or IC50 in µM where a hit was titrated; recombinant LYP catalytic domain, DiFMUP fluorescence; higher % means a stronger effect; 52,000 tested, under 10 active;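 active = IC50 under 40 µM in the dose-response test; inactive = IC50 of 40 µM or more, or never dose-tested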
HPDE-C7 viability = HPDE-C7 pancreatic duct cell viability loss – fluorescence, HTS (AID 430); HPDE-C7 pancreatic duct cells viability, fluorescence; higher % means a stronger effect; cytotoxicity, % at 10 µM; hits with a dose series show EC50 in µM; 1.8% of 63,000 active;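 note: cells exposed to compound for 48 hours before viability readout; 0% = vehicle and 100% = reference cytotoxic drug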
PMK inhibit = inhibitors of Streptococcus pneumoniae phosphomevalonate kinase. purified PMK, PK/LDH-coupled NADH absorbance 340 nm. inhibition, % at 10 µM. 0.49% of 65,000 active. AID 539;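 active = top-ranked compounds by inhibition in the single 10 µM screen, taking a fixed number of the strongest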;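 note: 0% = full reaction with DMSO carrier and 100% = background rate without enzyme reaction; no value below 0 was filed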
HPDE-C7K KRASV12 = cytotoxicity in KRAS-transformed pancreatic duct cells, primary screen, cell-based, fluorescence, HTS (AID 431); HPDE-C7K KRASV12 cells, Alamar Blue viability, 48 h; higher % means a stronger effect; cytotoxicity, % at 10 µM, or EC50 in µM where a hit was titrated; 1.7% of 63,000 active;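 active = compounds whose percent cytotoxicity in the single-dose primary screen, scaled between solvent and toxic-drug controls, exceeds 50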;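 note: 0% = DMSO solvent wells and 100% = doxorubicin-treated wells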
PMK inhibit pilot replicates = recorded beside PMK inhibit, whose call it bears; inhibition, %; measured here: pilot screen replicates
MK inhibit pilot replicates = recorded beside MK inhibit, whose call it bears; inhibition, %; measured here: pilot screen replicates
DPM-DC inhibit pilot screen % = further read-out of DPM-DC inhibit, marked with its call; inhibition, %; measured here: pilot screen trials
Active calls of the source: *; i = inactive; . = no result given; + = active, no number. Cut-off read from the data, not from the text of the source, unless noted: active = cytotoxicity above about 50%; inactive = the rest.

SMILES	HT1080 cytotoxicity	Bfl-1 inhibitors	MK inhibit	DPM-DC inhibit	Alkaline phosphatase	LYP phosphatase	HPDE-C7 viability	PMK inhibit	HPDE-C7K KRASV12	others
CCOc1ccc(NC(=O)N2CCC(NC(=O)c3ccco3)CC2)cc1	4%	-1%	0	i	9%	.	-15%	2	-1%
COc1cccc(NC(=O)C(C#N)Cc2ccncc2)c1 (stereo unspecified)	-1%	-6%	0	i	9%	-1%	2%	9	4%
O=C(c1cccnc1)N1CCN(CCCc2ccccc2)CC1	-8%	3%	8	i	0%	-1%	4%	9	-10%
COCCNC(=O)Cn1nc(C(F)(F)F)c(Br)c1C	-6%	0%	6	i	-1%	14%	-7%	0	-5%	PMK inhibit pilot replicates=8.0;MK inhibit pilot replicates=0.0;DPM-DC inhibit pilot screen %=2.5
COC(=O)Cn1cnc2c(nnn2-c2cccc(Cl)c2)c1=O	.	-5%	0	i	7%	.	-7%	5	7%
CCOC(=O)CSc1cn2c(n1)CCC2	7%	3%	2	i	14%	.	14%	0	20%	PMK inhibit pilot replicates=0.0;MK inhibit pilot replicates=0.0;DPM-DC inhibit pilot screen %=0.0
CCC(=O)Nc1nonc1-c1nc2ccccc2n1Cc1ccc(Cl)c(Cl)c1	-3%	-9%	3	i	10%	-6%	-3%	20	3%
CC(Sc1nc(-c2ccccc2)cc(C(F)(F)F)n1)C(=O)N1CCCC1 (stereo unspecified)	-6%	-3%	0	i	6%	-2%	0%	0	9%	PMK inhibit pilot replicates=4.5;MK inhibit pilot replicates=8.0;DPM-DC inhibit pilot screen %=7.0
COc1ccccc1C(=O)C1Nc2ccccc2-c2nnc(SC)nc2O1 (stereo unspecified)	0%	4.8µM*	7	i	11%	10%	-8%	7	-12%
O=C(NCc1ccccc1Br)c1ccco1	2%	-7%	13	i	0%	14%	5%	10	-5%
O=C(NCCCN1CCOCC1)C1CCC(=O)N1CCc1ccccc1 (stereo unspecified)	-3%	1%	5	i	7%	-1%	5%	13	3%
COc1ccc(S(=O)(=O)N2CCN(C3CCCCCCC3)CC2)cc1	-3%	6%	33	i	2%	0%	22%	29*	31%	PMK inhibit pilot replicates=+;MK inhibit pilot replicates=0.0;DPM-DC inhibit pilot screen %=0.0
CN1CCN(CC#CC2(O)CCCCC2)CC1	-2%	-6%	0	i	14%	14%	-32%	13	-27%
CC(=O)C1C(c2ccc3ncccc3c2)NC(=O)NC1(O)C(F)(F)F (stereo unspecified)	-1%	-5%	0	i	7%	.	0%	23	8%
O=C1C=C(c2ccccc2)OC2(CCCC2)O1	-2%	-6%	0	i	6%	.	-7%	20	0%
CCC(=O)c1ccc(CCCCCC(=O)O)s1	-6%	-2%	7	i	3%	-2%	-8%	13	-12%
O=C(Nc1nc2c(s1)CCCC2=O)c1cnccn1	-3%	4%	9	i	12%	-3%	0%	6	-6%
CCOc1ccc(CCNC(=O)CCc2nc(-c3ccc(C)cc3)no2)cc1OCC	23%	-13%	9	i	14%	11%	-4%	8	7%
COc1ccc(S(=O)(=O)CCC(=O)NC2CCCCC2)cc1	-4%	0%	4	i	7%	2%	6%	6	1%
CC(Oc1ccc(Cl)cc1Cl)C(=O)Nc1ccc(N2CCN(C)CC2)cc1 (stereo unspecified)	-3%	-2%	10	i	6%	4%	4%	11	7%
O=C(COc1ccc(S(=O)(=O)Nc2ccccc2)cc1)N1CCOCC1	-5%	-3%	5	i	9%	11%	13%	13	5%
O=C(c1cccs1)N1CCN(C(=O)C2CCCO2)CC1 (stereo unspecified)	-1%	-1%	.	.	-1%	1%	1%	.	-2%
CCCC(=O)Nc1ccc2c(c1)nc1n2CCOC1	5%	-4%	0	i	7%	14%	-14%	6	-2%
CCOC(=O)Nc1nnc(CCc2ccccc2)s1	-14%	-4%	7	i	5%	-7%	-13%	9	-7%
COc1ccc(C)cc1NC(=O)c1nnn(CCc2ccccc2)c1N	-2%	0%	5	i	15%	9%	3%	0	1%
NS(=O)(=O)c1ccc(CCNc2ncnc3sccc23)cc1	2%	1%	0	i	14%	7%	-5%	6	-4%
CC1CCCC(C)N1c1nnc(NC(=O)Cn2c(=O)oc3ccccc32)s1 (stereo unspecified)	3%	4%	8	i	3%	-11%	7%	0	9%
O=C(CNC(=O)c1cccs1)OCC(=O)c1cccs1	2%	-1%	12	i	7%	.	-10%	7	-2%
O=c1cc(N2CCN(c3ccc(F)cc3)CC2)[nH]c(=O)n1C1CCCCC1	6%	-7%	0	i	4%	0%	-5%	10	-12%
C=CCn1c(-c2ccco2)n[nH]c1=S	3%	-1%	0	i	7%	-4%	4%	0	-1%
O=C(Nn1cnnc1)c1ccccc1CCc1ccccc1	2%	-6%	4	i	10%	-11%	-11%	10	-8%
CCCCCCc1c(O)nc(SCC(=O)O)[nH]c1=O	1%	6%	9	i	0%	5%	-12%	5	4%
CCCc1cc2c(=O)c(-c3ccccn3)c(C)oc2cc1O	1%	4%	0	.	8%	10%	-7%	10	-17%
CCOC(=O)c1cnc2scnn2c1=O	12%	-8%	0	i	5%	5%	-2%	13	1%
CC1(C)CC(=O)c2cnc(NCC3CCCO3)nc2C1 (stereo unspecified)	3%	-7%	3	i	3%	-8%	-7%	12	6%
COc1ccc(Cl)cc1NS(=O)(=O)c1cc(Cl)ccc1OC	.	-9%	13	i	-1%	9%	8%	4	5%
c1ccc(-c2noc(C34CC5CC(CC(C5)C3)C4)n2)nc1	-5%	0%	12	i	11%	.	-9%	0	-6%	PMK inhibit pilot replicates=2.5;MK inhibit pilot replicates=3.0;DPM-DC inhibit pilot screen %=2.5
Cc1ccc(C)c(N(CC(N)=O)S(C)(=O)=O)c1	1%	-8%	9	i	13%	10%	-7%	5	-8%
O=C(NCCc1ccccc1)C1CCN(S(=O)(=O)c2ccc(-n3cnnn3)cc2)CC1	3%	7%	9	i	7%	7%	-12%	19	-6%
O=C(NC1CCCCC1)C1CCCN(c2nnnn2-c2ccccc2)C1 (stereo unspecified)	-4%	-4%	3	i	7%	-3%	-21%	10	-14%
COCCOC(=O)c1c(C)oc2ccc(OC(=O)COc3c(F)c(F)c(F)c(F)c3F)cc12	0%	7%	3	i	4%	.	10%	1	3%
Cc1ccc2cc(CN(Cc3ccco3)C(=O)c3cccs3)c(=O)[nH]c2c1	60%*	-3%	5	i	17%	.	36%	12	36%
CCOC(=O)N1CCN(c2c(N3CC=C(c4ccccc4)CC3)c(=O)c2=O)CC1	4%	-8%	8	i	14%	3%	5%	1	-3%
Cc1ccc(C2=CSC3=NCCN23)c(C)c1	10%	-3%	14	i	2%	15%	-14%	2	-2%
CCC(OC(=O)c1nsc(Cl)c1Cl)C(=O)NCc1ccco1 (stereo unspecified)	2%	-4%	0	i	13%	3%	1%	4	1%
CCSc1ncc(C#N)c(=O)[nH]1	7%	-6%	9	i	11%	-11%	-8%	10	1%	PMK inhibit pilot replicates=3.0;MK inhibit pilot replicates=0.0;DPM-DC inhibit pilot screen %=0.0
CC(OC(=O)c1nn(C)c(=O)c2ccccc12)C(=O)NCc1ccc2c(c1)OCO2 (stereo unspecified)	-3%	-4%	1	i	10%	9%	3%	11	1%
CCCn1c(N)c(C(=O)CSc2nnc(Cc3ccccc3)o2)c(=O)n(C)c1=O	2%	-7%	3	i	8%	2%	-22%	5	-11%	PMK inhibit pilot replicates=1.0;MK inhibit pilot replicates=1.5;DPM-DC inhibit pilot screen %=3.5
O=c1[nH]c(CSc2ncc(-c3ccc(F)cc3)n2Cc2ccco2)nc2ccccc12	1%	5%	8	i	-2%	.	-11%	9	-22%
CCOc1ccc(N(CC(=O)OC)S(=O)(=O)c2c(C)noc2C)cc1	-2%	1%	6	i	6%	12%	2%	0	2%
CCOc1ccccc1NC(=O)CCC(=O)Nc1ccc2nc(N3CCN(C)CC3)cc(C)c2c1	8%	-7%	0	i	9%	-10%	-6%	14	8%
NCCc1nnc(SCc2ccccc2)o1	-7%	-5%	9	i	9%	6%	6%	10	-1%
O=C(NCCOc1ccccc1)c1n[nH]c(=O)c2ccccc12	29%	2%	0	i	11%	10%	-8%	0	-10%
c1ccc(-c2nnc(CSc3nnc(-c4ccncc4)n3Cc3ccco3)o2)cc1	12%	-5%	7	i	14%	3%	10%	6	0%
CN(Cc1ccccc1)C(=O)c1cccc(NC(=O)c2ccco2)c1	0%	-8%	9	i	4%	-13%	11%	12	11%
O=C(CSc1nnc2ccccn12)c1ccccc1	6%	0%	4	i	19%	11%	-11%	1	4%	PMK inhibit pilot replicates=0.0;MK inhibit pilot replicates=1.5;DPM-DC inhibit pilot screen %=1.0
O=C(Cn1nc(C(F)(F)F)c2c1CCCC2)NCCN1CCOCC1	6%	5%	0	i	4%	-18%	13%	0	8%	PMK inhibit pilot replicates=2.0;MK inhibit pilot replicates=0.5;DPM-DC inhibit pilot screen %=1.5
Cc1cc(C)cc(NC(=O)NCc2nnc(SCc3ccccc3)n2C)c1	-3%	6%	0	i	1%	8%	-32%	19	-33%
O=C(c1cc2ccccc2oc1=O)N(Cc1ccc2c(c1)OCO2)Cc1ccco1	9%	-15%	8	i	15%	.	16%	13	25%
N#Cc1ccc(Oc2ccc(C(N)=O)cc2)cc1C#N	6%	-4%	6	i	6%	12%	-4%	0	3%
Remaining list, next part.
SMILES	HT1080 cytotoxicity	Bfl-1 inhibitors	MK inhibit	DPM-DC inhibit	Alkaline phosphatase	LYP phosphatase	HPDE-C7 viability	PMK inhibit	HPDE-C7K KRASV12	others
CS(=O)(=O)N1CCC(C(=O)NCc2ccco2)CC1	8%	0%	0	i	4%	-7%	.	7	.
O=C(Nc1nccs1)C1C2/C=C\CCCCC21 (stereo unspecified)	-2%	5%	11	i	7%	-5%	-12%	0	-22%
CCCn1c(=NC(=O)c2ccncc2)c(C(=O)OCC)cc2c(=O)n3cccc(C)c3nc21	-2%	1%	5	i	15%	-4%	-2%	11	-13%
CCOC(=O)c1c(N)sc2c1CCC1C(=O)N(C3CCCCC3)C(=O)C21 (stereo unspecified)	5%	-5%	4	i	9%	0%	10%	2	23%

Compound activity (PubChem BioAssay)

The order is random; overall some 3.6% were active at least once.
